5-HT1A blocker: antagonists of human 5-HT1a serotonin receptor. P08908. CHO 5-HT1a Ga15 NFAT-bla reporter, antagonist mode. inhibition, % at 10 µM. hit rate 0.68% among 62,000. AID 612;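 active means inhibition above the mean of all tested compounds plus 3 SD, cut at about 43% in these data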;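 further: receptor stimulated by 5-CT agonist at 100 nM near EC80; beta-lactamase reporter measured by ratiometric fluorescence of a cleavable substrate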
SF1 activator: SF-1 (human) activation; Q13285; CHO-K1 Gal4-SF-1 LBD luciferase reporter; % increase over DMSO SF-1-specific signal; activation, % at 10 µM; hit rate 1.9% among 65,000;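 active means activation above the mean activation of all tested compounds plus 3 SD, cut at about 50% in these data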
Target sequence (Q13285 whole entry, looked up, the tested form may be a part): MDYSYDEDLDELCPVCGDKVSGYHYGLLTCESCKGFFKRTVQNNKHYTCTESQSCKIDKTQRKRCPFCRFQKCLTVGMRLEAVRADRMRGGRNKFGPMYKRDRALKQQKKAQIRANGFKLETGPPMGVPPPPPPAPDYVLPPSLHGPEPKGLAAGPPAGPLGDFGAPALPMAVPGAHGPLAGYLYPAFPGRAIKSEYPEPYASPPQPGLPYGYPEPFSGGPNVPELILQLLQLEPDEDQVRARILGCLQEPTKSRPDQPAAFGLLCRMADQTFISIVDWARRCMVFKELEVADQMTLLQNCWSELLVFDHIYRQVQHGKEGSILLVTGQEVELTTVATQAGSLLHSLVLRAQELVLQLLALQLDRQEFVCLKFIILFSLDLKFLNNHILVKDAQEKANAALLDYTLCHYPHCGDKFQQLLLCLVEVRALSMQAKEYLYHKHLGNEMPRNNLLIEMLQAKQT
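Compound – one dose, 10 µM compound, 1% DMSO · Test system – transient Gal4-SF-1 LBD reporter, CHO-K1 · Input – 4,000 cells in each well · Read-out basis – percent activation relative to DMSO median and mock-transfected background · Replicates – single measurement per compound · Technique – steady-glow luciferase luminescence, read after 15 min reagent incubation · Timing – 20 h compound treatment, 37 °C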
NADH coupling: inhibition of NAD/NADH coupling enzymes, library profiling. coupled PK/LDH NADH assays, four targets. IC50, µM (series often up to 10 µM), without a hit: at the highest dose inhibition. hit rate 0.02% among 65,000. AID 774;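 active means single-dose screening hits from any of four coupled enzyme assays that gave an IC50 when retested across doses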;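 further: the DPM-DC format reads NADH fluorescence rather than 340 nm absorbance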
RORa activator: RORA (human) activation. CHO-K1 Gal4-RORA LBD luciferase reporter, luminescence; percent increase over mock-subtracted basal signal. P35398. activation, % at 10 µM. hit rate 1.5% among 65,000. AID 560;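 active means activation above the mean of all tested compounds plus 3 SD, cut at about 49% in these data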;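 further: 0% = DMSO-treated RORA cells and 100% = added signal equal to DMSO minus mock-transfected cells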
Target sequence (P35398 whole entry, looked up, the tested form may be a part): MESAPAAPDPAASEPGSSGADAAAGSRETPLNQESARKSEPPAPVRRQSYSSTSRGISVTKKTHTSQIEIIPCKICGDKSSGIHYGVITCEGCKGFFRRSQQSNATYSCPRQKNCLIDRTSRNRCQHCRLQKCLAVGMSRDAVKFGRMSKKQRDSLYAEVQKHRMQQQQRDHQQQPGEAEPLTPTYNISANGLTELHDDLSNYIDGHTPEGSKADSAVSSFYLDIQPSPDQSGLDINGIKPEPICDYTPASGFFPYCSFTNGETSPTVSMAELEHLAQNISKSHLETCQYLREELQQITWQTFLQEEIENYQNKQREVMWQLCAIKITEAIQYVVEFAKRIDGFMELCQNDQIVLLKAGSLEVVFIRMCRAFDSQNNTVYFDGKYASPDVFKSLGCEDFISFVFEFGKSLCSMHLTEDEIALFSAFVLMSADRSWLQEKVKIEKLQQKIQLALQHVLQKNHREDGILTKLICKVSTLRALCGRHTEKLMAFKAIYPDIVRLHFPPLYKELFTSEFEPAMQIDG
MMP13 inh: blocks human MMP13 activity | P45452 | MMP-13 fTHP FRET cleavage, Mca fluorescence | inhibition, % at 4 µM | hit rate 0.07% among 65,000;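 active means inhibition above the mean of compound-free control plate wells plus 3 SD, cut at about 14% in these data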;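 further: 0% = DMSO wells and 100% = wells with reference MMP-13 inhibitor after basal subtraction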
Fluor 339 460: intrinsic fluorescence of library compounds, ex339/em460 – biochemical, MLSMR library, data from DPM-DC assay, artefact control, profiling panel. compound autofluorescence, ex339/em460 nm, NADH buffer; active compounds read high; 1 = no-compound wells, NADH background. AID 709. hit rate 5.5% among 65,000. fluorescence fold increase at 10 µM;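 active means at 10 µM, mean starting fluorescence two-fold or more over control wells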;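 further: signal is the first read of a kinetic run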
5HT1a ag: activates the human 5-HT1a serotonin receptor; CHO 5-HT1a Ga15 NFAT-bla reporter, FRET ratio; 0% basal, 100% maximal reference agonist; activation, % at 10 µM; hit rate 0.56% among 65,000;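 active means activation above the screen-wide mean activation plus 3 SD, cut at about 19% in these data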;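 further: 0% = DMSO wells and 100% = 5-CT at EC100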
A340 absorber: absorbance at 340 nm; compound absorbance at 340 nm, fold over control; fold change at 10 µM; 65,000 tested, under 10 active; AID 708;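 active means at 10 µM dose, initial 340 nm absorbance at least 2 fold that of control wells; inactive means change under 2 fold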;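 further: initial absorbance extrapolated from kinetic A340 decline of NADH oxidation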
TNAP act mid DEA: activates human TNAP at intermediate phosphate acceptor concentration; AID 813; purified TNAP, CDP-star luminescence, 100 mM DEA, 30 min; active compounds read high; scale: 0 levamisole-inhibited, 1 vehicle-only enzyme; 64,000 tested, under 10 active; activation factor at 20 µM;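 active means activation factor of at least 2 at 20 µM, relative to controls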
* hit, by the source's call; i = inactive; / = no result given; [ ] = dose if it differs, or a comment.

The line under a structure holds: 5-HT1A blocker	SF1 activator	NADH coupling	RORa activator	MMP13 inh	Fluor 339 460	5HT1a ag	A340 absorber	TNAP act mid DEA
> Cn1nc(CC(=O)NCCN2C(=O)CSC2=O)c2ccccc2c1=O
 : -19	14	7%	-7	3	1.3	-1.7	1	1.1
> COc1cc2c(cc1OC)CN(S(=O)(=O)c1ccc3c(c1)OCCO3)CC2
 : -6	-3	4%	2	-3	1.1	-0.3	0.97	0.8
> O=C(CNC(=O)c1ccccc1)NCCc1nc2ccccc2[nH]1
 : 8	-7	4%	-1	0	1.1	1.5	0.99	0.9
> CC1CCN(c2[nH]c(=S)c(C#N)c3c2CCCC3)CC1
 : /	-2	2%	-14	-8	1.1	0.1	1.1	0.9
> Cc1cc(NC(=O)Nc2cccc3ccccc23)no1
 : 10	27	6%	29	-6	1.1	-1.7	1	0.8
> Cc1ccccc1CN1CCCNC1=O
 : -11	-9	5%	-16	5	1.1	0.7	1	1
> CCOC(=O)c1nnc(-c2ccccc2)o1
 : -2	15	3%	-20	-9	1	0.9	0.99	1
> CC(C)[C@H](NC(=O)C1(c2ccccc2)CCN(C(=O)OC(C)(C)C)CC1)C(=O)O
 : 13	-6	2%	-14	2	1.2	-0.7	1.1	1
> O=C(CN1C(=O)C2CC=C(Cl)CC2C1=O)N1CCOCC1 (configuration not stated)
 : -7	-2	10%	15	4	1.1	1.5	1	0.9
> O=C(c1c(F)cccc1F)N1CCN(c2ccccc2F)CC1
 : 2	9	3%	-7	0	0.96	-3.7	1	1
> O=C(CN1CCOc2ccccc21)N1CCCC1
 : 4	-2	4%	-13	0	1.1	-3.4	1	0.9
> O=C(CN1CCCC1)NCC12CC3CC(CC(C3)C1)C2
 : -1	-14	6%	13	2	1.1	-3.3	0.99	0.9
> CCC(C)(C)n1nnnc1C(C(C)C)N1CCC(C(N)=O)CC1 (configuration not stated)
 : -8	-10	6%	16	0	1.1	-1.4	0.98	1
> Cc1ccc(C(C(=O)NC2CCCC2)N(Cc2cccnc2)C(=O)c2snc(C(N)=O)c2N)o1 (configuration not stated)
 : 2	7	13%	10	-20	2.6*	-3.0	1.1	1
> O=C(Nc1nccs1)C1CCCN1S(=O)(=O)c1ccc(F)cc1 (configuration not stated)
 : 3	-16	2%	19	4	1.1	0.6	1.1	1
> O=C(c1n[nH]c(=O)c2ccccc12)N1CCN(c2ccccc2)CC1
 : -2	-5	4%	-14	2	1.1	-3.8	0.96	0.9
> O=c1c(-c2ccccc2)coc2c(CN3CCCC3)c(O)ccc12
 : 0	2	10%[fluoresces]	0	-107[fluorescence artefact?]	3.9*	-3.8	1.1	0.9
> CCOC(=O)N1CCC(N2C(=O)c3ccc(C(=O)NCc4ccco4)cc3C2=O)CC1
 : -9	18	2%	8	6	1.1	-3.0	0.99	0.9
> CCCCn1c(SCC(=O)NCc2ccco2)nnc1-c1ccoc1C
 : 0	-6	5%	-6	2	1.3	0.5	0.97	1
> Cc1ccc(Cn2ncc3c(N4CCCC4)ncnc32)cc1
 : -3	1	4%	-9	2	1	-0.4	1	0.9
> COc1ccc2c(c1)c1ncn(Cc3ccco3)c(=O)c1n2C
 : -19	10	8%[fluoresces]	0	-208[fluorescence artefact?]	3.7*	2.2	1	0.9
> Cc1cccc(NC(=O)C2CCCN2S(=O)(=O)c2cccc3cccnc23)c1 (configuration not stated)
 : -1	1	0%	9	4	1.1	-2.1	1.1	0.9
> CC1(C)Cc2c(sc3c2c(=N)n(Cc2ccco2)c(=O)n3Cc2ccccc2)CO1
 : 10	2	2%	-9	0	1.1	1.9	0.99	0.9
> Cn1nccc1C(=O)OCC(=O)Nc1nc(-c2ccccc2)cs1
 : -6	50*	3%	46	0	1.1	-2.5	0.98	1
> Cc1ccc2c(nc3s/c(=C/c4cccs4)c(=O)n32)c1C
 : 4	40	2%	5	2	1.1	0.9	1.1	0.9
> CC(C)(C)NS(=O)(=O)c1cccc(S(=O)(=O)c2cccc(S(=O)(=O)NC(C)(C)C)c2)c1
 : 4	-12	4%	-14	2	1.1	-1.3	1	0.9
> O=CN1CCN(C2CC(=O)N(c3ccc4c(c3)OCO4)C2=O)CC1 (configuration not stated)
 : -4	-20	4%	-3	-1	1.1	0.3	0.99	1
> C=CCOc1cccc(C2/C(=C(/O)c3ccc(Cl)cc3)C(=O)C(=O)N2CCN2CCOCC2)c1 (configuration not stated)
 : -4	-2	6%	-17	2	1.1	0.8	1.1	0.9
> Cc1ccc(C(=O)N2CCOCC2)cc1Cl
 : -6	4	7%	17	2	1.1	-1.2	1	0.9
> CCC(=O)Nc1ccccc1C(=O)N1CCN(Cc2ccccc2)CC1
 : -34	-13	6%	9	1	0.98	-6.5	1	1
> COc1ccccc1NC(=O)CN1CCN(CC(=O)Nc2ccc3c(c2)OCO3)CC1
 : 1	7	2%	-19	3	1.1	0.3	1	0.9
> CCOC(=O)N1CCN(C(=O)CCNS(=O)(=O)c2cc(Br)cnc2N)CC1
 : 5	-18	3%	-17	-7	1.4	-4.0	1	1
> CCn1c(=O)c(C(=O)NCCN2CCCCC2)c(O)c2ccccc21
 : 1	0	5%	1	-10	1.1	3.1	1	0.9
> Cn1c(NC(=O)c2ccco2)c(-c2ccccc2Cl)c(=O)c2ccccc21
 : 16	8	4%	-14	2	1.1	-3.1	1.1	0.9
> CCc1ccccc1NC(=O)c1nnn(CC(=O)Nc2ccccc2C)c1N
 : -4	-4	2%	5	1	1.1	0.4	1	1
> COC(=O)CN(c1nc(C)cc(OC)n1)S(=O)(=O)c1ccc(C)cc1
 : 10	-12	7%	-8	-14	1	-2.5	1	0.9
> Cc1onc(-c2ccccc2)c1C(=O)Nc1ccc2c(c1)OCO2
 : 3	2	3%	11	5	1	-2.1	1	0.9
> COC(=O)COc1cc(C)cc2oc(=O)c(CC(=O)OC)c(C)c12
 : -12	-11	6%[fluoresces]	-9	-128[fluorescence artefact?]	2.1*	1.1	1.1	0.9
> COC(=O)CNc1nc(-c2ccncc2)nc2ccccc12
 : 11	-10	9%	3	2	1.1	-0.2	1	0.9
> COC(=O)c1nnn(CC(=O)Nc2ccc(C)c(F)c2)c1C(=O)OC
 : 12	0	1%	-16	4	1.1	0.9	1	1

Sorted by molar mass (rising): three of the compounds above.
The line under a structure holds: 5-HT1A blocker	SF1 activator	NADH coupling	RORa activator	MMP13 inh	Fluor 339 460	5HT1a ag	A340 absorber	TNAP act mid DEA
> COc1ccc2c(c1)c1ncn(Cc3ccco3)c(=O)c1n2C
 : -19	10	8%[fluoresces]	0	-208[fluorescence artefact?]	3.7*	2.2	1	0.9
> Cc1onc(-c2ccccc2)c1C(=O)Nc1ccc2c(c1)OCO2
 : 3	2	3%	11	5	1	-2.1	1	0.9
> CC(C)(C)NS(=O)(=O)c1cccc(S(=O)(=O)c2cccc(S(=O)(=O)NC(C)(C)C)c2)c1
 : 4	-12	4%	-14	2	1.1	-1.3	1	0.9

Carrying on:
The line under a structure holds: 5-HT1A blocker	SF1 activator	NADH coupling	RORa activator	MMP13 inh	Fluor 339 460	5HT1a ag	A340 absorber	TNAP act mid DEA
> COc1ccc2cc3cc(C(=O)NCC4CCCO4)oc3nc2c1 (configuration not stated)
 : -7	12	2%[fluoresces]	23	i[fluorescence artefact?]	3.5*	1.3	1	0.7
> O=C(NCc1cccnc1)C1CCN(S(=O)(=O)N2CCC3(CC2)OCCO3)CC1
 : -4	2	6%	1	-2	1.1	0.9	0.99	1
> CC1CCCC(NC(=O)CN(C)S(=O)(=O)c2cccc3cccnc23)C1C (configuration not stated)
 : 11	7	1%	2	-3	1.1	-0.8	1	0.9
> Cc1cc(Cl)c(S(=O)(=O)Nc2ccc3c(c2)OCCO3)cc1OCC(N)=O
 : -3	-16	3%	-22	4	1	-1.3	1	0.9
> CCO/C=C/C(O)(CNC(=O)COc1ccccc1F)C(F)(F)F (configuration not stated)
 : -4	-8	4%	-24	1	1.1	-4.5	1	1
> Cc1cccc(CS(=O)(=O)Cc2ccc(C(=O)O)o2)c1
 : -3	-9	11%	-18	-1	1.1	-3.9	0.96	1.1
> CCCCSc1nnc(CCC)n1N
 : -8	13	2%	-9	2	1.1	-4.0	1	1
> COc1ccc(OCC(O)Cn2c(Br)nc3c2c(=O)[nH]c(=O)n3C)cc1 (configuration not stated)
 : -2	3	2%	-11	3	1.1	0.4	0.98	0.8
> COc1ccccc1-c1nnc(NC(=O)c2ccccc2F)o1
 : -2	6	10%	-2	-5	1.1	-2.0	1.1	0.9
> CCc1cccc(CC)c1N(COC)C(=O)Cn1c(CO)nc2ccccc21
 : 15	-1	6%	-14	8	1.1	0.6	1	1
> O=C(CN1C(=O)c2ccccc2S1(=O)=O)NC1CCCC1
 : 8	5	8%	7	1	1.1	-1.5	1.1	0.9
> CC(C)OC(=O)CSc1nnc(Cc2ccccc2)n1C
 : 11	-2	8%	-13	2	1.1	-0.8	0.99	1
> CCOC(=O)c1ccccc1NC(=O)Cn1cnc2c(cnn2-c2ccccc2)c1=O
 : -1	14	5%	1	-2	1.1	-4.4	0.99	1
> Cn1cnnc1SCC(=O)c1ccc2c(c1)CCCC2
 : 4	22	7%	32	2	1.2	2.3	1	0.9
> Cc1cccc(OCCC(=O)Nc2ccc(S(=O)(=O)N3CCCC3)cc2)c1
 : 6	5	3%	-5	-2	1	-2.0	0.99	1
> O=C(NCCN1CCOCC1)c1ccc(=O)oc1
 : /	15	5%	1	-33	1.2	0.7	1.2	0.9
> COc1ccc2nc(NC(=O)C3CCCN(S(=O)(=O)c4cccc5nonc45)C3)sc2c1 (configuration not stated)
 : -2	-12	28%	-14	8	1	-1.6	1	0.9
> CC(CCc1ccco1)NC(=O)CSc1cc(=O)n(C)c2ccccc12 (configuration not stated)
 : -2	0	7%	17	3	1.3	-1.3	1	1
> COCCn1c(C)cc(C(=O)CSc2ncn[nH]2)c1C
 : 7	25	11%	7	5	1.1	-0.2	1.1	0.9
> COc1ccc(C(=O)Cn2c(Br)nc3c2c(=O)n(C)c(=O)n3C)cc1OC
 : /	1	4%	-2	0	1.1	5.3	1	0.9
> O=C(COc1ccccc1)NCc1ccc2c(c1)OCO2
 : -22	-5	4%	20	-6	1.1	-1.5	0.98	1
> Cc1ccc2cc3cc(C(=O)NCc4ccc5c(c4)OCO5)oc3nc2c1
 : -2	-10	2%[fluoresces]	-10	-1	5.2*	-1.0	1.1	0.9
> O=C(COC(=O)c1cccc(S(=O)(=O)N2CCc3ccccc32)c1)NC1CCS(=O)(=O)C1 (configuration not stated)
 : 12	16	2%	8	-1	1	-4.5	0.99	0.9
> O=C(CSc1nnc(-c2ccccc2)n1Cc1ccccc1)N1CCOCC1
 : -2	-12	4%	11	3	1.1	-1.6	1	1.1
> C=CCn1c(SCc2cc(=O)n3ccsc3n2)nc2scc(C3CC3)c2c1=O
 : 2	-12	3%	16	4	1.1	2.5	1	0.9
> COc1ccc(N(CC(=O)NCc2ccco2)S(=O)(=O)c2ccc(OC)c(OC)c2)cc1
 : -6	-2	0%	14	1	1.1	-1.2	1.1	0.9
> CC(C)C(NS(=O)(=O)c1cccs1)C(=O)NCc1ccc2c(c1)OCO2 (configuration not stated)
 : -4	-5	3%	3	9	1.2	0.0	1	0.9
> O=C(NCc1nnc(SCC(=O)N2CCCC2)o1)c1c(F)cccc1Cl
 : 1	-1	1%	-10	2	1.1	-2.6	1	0.9
> Cc1cc(C(=O)COC(=O)c2csc3c2CCCC3)c(C)n1C
 : 2	24	4%	4	-3	1	-0.1	1	0.9
> O=C(NC1CCCCC1)[C@H](O)[C@@H](O)C(=O)NC1CCCCC1
 : /	6	6%	-21	-7	1	-3.6	1	0.8
> Cc1c(C(=O)Nc2cnccn2)oc2ccccc12
 : 13	56*	2%	45	-2	1.1	0.3	1	1

From PubChem
